# DNA FID counter: compounds displacing fluorescent DNA intercalator, primary screen, artefact control for HCV NS3 helicase inhibitor project, biochemical, FID fluorescence. inhibition, % at 7.9 µM. DNA fluorescent intercalator displacement. actives 0.17% (n = 290,000); in the data active = inhibition above about 37%;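 note: 0% = vehicle and 100% = reference compound; higher means more ethidium bromide displaced from hairpin DNA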
# VIM-2 inhibitor: VIM-2 metallo-beta-lactamase inhibitors, primary screen, biochemical, epi-absorbance readout, Pseudomonas aeruginosa enzyme | purified VIM-2, nitrocefin hydrolysis, epi-absorbance fluorescence | inhibition, % at 5.6 µM | actives 0.89% (n = 290,000) | AID 1527, 2009;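 active = inhibition above the mean of all tested compounds plus 3 SD, cutoff set per screening run, cut at about 7.5% in these data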;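 note: red hydrolysis product quenches plate fluorescence so inhibitors raise well fluorescence; 0% = enzyme with DMSO and 100% = DMSO without enzyme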
# IDE inh: human IDE inhibitors in live cells, primary screen, fluorescence polarization, HEK cells, FAbetaB substrate; Insulin-degrading enzyme (Homo sapiens), P14735; actives 0.41% (n = 320,000); inhibition, % at 5.59 µM; FAbetaB cleavage; AID 434962, 2010;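 active = percent inhibition above the average of all tested compounds plus 3 SD, set per screening campaign, cut at about 16% in these data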;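 note: IDE supplied by intact live HEK cells; FP after avidin binding of uncleaved biotin substrate so inhibition keeps polarization high; 0% = DMSO wells and 100% = 60 µM reference IDE inhibitor Ii1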
# Target sequence (P14735 whole entry, looked up): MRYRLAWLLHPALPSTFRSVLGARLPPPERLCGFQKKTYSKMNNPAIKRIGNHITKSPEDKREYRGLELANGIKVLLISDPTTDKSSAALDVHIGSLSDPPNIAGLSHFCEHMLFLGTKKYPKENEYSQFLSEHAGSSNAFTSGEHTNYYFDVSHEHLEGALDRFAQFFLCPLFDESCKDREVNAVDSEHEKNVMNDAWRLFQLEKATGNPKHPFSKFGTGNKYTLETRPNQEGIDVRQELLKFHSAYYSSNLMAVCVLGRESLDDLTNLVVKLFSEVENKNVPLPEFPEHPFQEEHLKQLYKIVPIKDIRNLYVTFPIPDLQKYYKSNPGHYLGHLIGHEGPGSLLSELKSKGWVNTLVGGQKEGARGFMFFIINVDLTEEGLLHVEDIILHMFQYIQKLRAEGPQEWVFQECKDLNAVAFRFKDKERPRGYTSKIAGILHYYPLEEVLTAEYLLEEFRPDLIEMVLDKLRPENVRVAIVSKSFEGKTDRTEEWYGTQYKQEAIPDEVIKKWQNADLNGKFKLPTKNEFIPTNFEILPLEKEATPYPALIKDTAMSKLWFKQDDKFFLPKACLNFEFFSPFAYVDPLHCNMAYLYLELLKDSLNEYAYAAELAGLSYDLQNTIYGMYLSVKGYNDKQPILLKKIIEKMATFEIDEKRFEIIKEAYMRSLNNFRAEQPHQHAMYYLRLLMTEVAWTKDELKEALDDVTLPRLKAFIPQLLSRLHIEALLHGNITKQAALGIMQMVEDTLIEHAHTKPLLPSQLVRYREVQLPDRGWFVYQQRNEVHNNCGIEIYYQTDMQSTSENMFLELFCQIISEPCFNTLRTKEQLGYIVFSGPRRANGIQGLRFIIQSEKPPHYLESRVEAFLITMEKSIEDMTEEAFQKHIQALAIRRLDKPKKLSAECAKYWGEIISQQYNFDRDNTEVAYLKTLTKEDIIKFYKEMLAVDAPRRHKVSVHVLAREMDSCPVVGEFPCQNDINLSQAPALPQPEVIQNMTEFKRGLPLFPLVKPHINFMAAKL
# SUMO HTRF inh: inhibitors of in vitro SUMOylation cascade, primary screen, biochemical, HTRF, uHTS; inhibition, % at 35 µM; HTRF SUMOylation assay, SAE1/SAE2 + UBC9; actives 0.36% (n = 290,000); in the data active = inhibition above about 50%, passing the limit was not always enough; note: strong numbers were not always called active
# IMP-1 inhibitor: IMP-1 metallo-beta-lactamase inhibitors, primary screen, biochemical, epi-absorbance readout, Pseudomonas aeruginosa enzyme | inhibition, % at 5.6 µM | actives 0.45% (n = 290,000) | metallo-beta-lactamase IMP-1 (Pseudomonas aeruginosa) | purified IMP-1, nitrocefin hydrolysis, epi-absorbance fluorescence | AID 1556, 2009;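 active = inhibition above the mean plus 3 SD of all compounds in the same screening run, cut at about 4.5% in these data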;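 note: 0% = IMP-1 with DMSO and 100% = DMSO wells lacking enzyme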
#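 Assay system: purified IMP-1; Quantity: IMP-1 0.2 nM before substrate addition; Medium: HEPES buffer pH 7.1 with ZnSO4 and Brij 35; Incubation: 15 min enzyme–compound preincubation, then 25 min nitrocefin reaction, 25 °C; Signal: fluorescence quenching readout, ex 480/em 530 nm; Controls: DMSO with and without IMP-1; Repeats: singlicate testing.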
# IDE act: human IDE activators in live cells, primary screen, fluorescence polarization, HEK cells, FAbeta-B substrate; FAbeta-B cleavage; 0% vehicle, 100% cell-free pure enzyme wells; activation, % at 5.96 µM; actives 0.073% (n = 340,000);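 active = activation above the mean of all tested compounds plus 3 SD, set per screening campaign, cut at about 17% in these data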
# NS3 helicase inh: inhibitors of HCV NS3 helicase, primary screen, biochemical, Cy5 molecular beacon fluorescence; actives 0.56% (n = 290,000); inhibition, % at 10.9 µM; NS3 helicase DNA unwinding;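 active = inhibition above the mean of all tested compounds plus 3 SD, set per campaign, cut at about 35% in these data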;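 note: 0% = DMSO wells and 100% = thioflavine S control wells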
#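 Measured by: Cy5 fluorescence, 0 and 60 min reads / Assay system: NS3 helicase fragment of HCV / Control set: low DMSO, high thioflavine S at 110 µM / Times: 1 h reaction at 25 °C, ATP-initiated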
# M18AAP inhibitor: PfM18AAP inhibitors, malaria aminopeptidase, primary screen, biochemical, QFRET, recombinant enzyme; M18 aspartyl aminopeptidase (Plasmodium falciparum 3D7); H-Glu-NHMec fluorogenic cleavage; inhibition, % at 7.35 µM; actives 1.2% (n = 290,000); AID 1822, 2009;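 active = inhibition above the campaign mean inhibition over all tested compounds plus 3 SD, cut at about 28% in these data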;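 note: 0% = plate median of test compound wells and 100% = 2 mM ZnCl2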
# pCIP destab: p/CIP-EGFP fusion destabilizers, primary screen, fluorescence, F442A cells; Q05BA5; 16 h; decrease of EGFP signal, % at 10 µM; actives 0.01% (n = 290,000); AID 1984, 2009;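 active = EGFP signal decrease of at least 30% at 10 µM or well 3 SD below plate mean, unless failing retest; inactive = the rest, including hits failing retest or dose response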; note: some compounds called inactive have numbers as strong as hits; many of its hits are not listed in these tables
# Numbers without * were called inactive; . = no result given.
SMILES,DNA FID counter,VIM-2 inhibitor,IDE inh,SUMO HTRF inh,IMP-1 inhibitor,IDE act,NS3 helicase inh,M18AAP inhibitor,pCIP destab
Cc1cnc(C(=O)NCCc2ccc(Cl)cc2)cn1,-19,-1.5,.,4,-2.0,0,3,-14,-18
COCCn1c(N2CCN(c3ccccc3)CC2)nc2c1c(=O)n(C)c(=O)n2C,-17,-4.5,-12,-7,1.3,-1,0,1,-12
O=C(CSC1=NCCS1)NCc1ccco1,-6,-5.5,-1,-6,-9.3,-1,-8,7,-8
CC(=O)Nc1ccc(S(=O)(=O)N2CCN(C(=O)c3ccco3)CC2)cc1,-2,-3.6,2,6,-3.1,-1,4,-1,-3
CN(C)S(=O)(=O)c1cc(NC(=O)CN2CCNC(=O)C2)ccc1Cl,-2,-1.6,3,5,-2.9,6,-2,2,0
COc1ccc(NC(=O)CCCNC(=O)Cn2cnc3sc(C)c(C)c3c2=O)c(OC)c1,-21,0.6,1,1,-2.9,0,-10,-6,-8
COc1ccc(Nc2cc(C(=O)N3CCc4ccccc4C3)c3ccccc3n2)c(OC)c1,-16,-2.5,-2,-16,-0.1,3,-13,1,7
CCCc1ccc2oc(C(=O)NCCc3cnn(C)c3)c(C)c2c1,-46,-0.9,2,-2,-2.9,2,-15,1,-2
O=C(Nc1cccc([N+](=O)[O-])c1)c1cc(S(=O)(=O)Nc2ccccn2)ccc1Cl,-10,-2.1,-3,19,0.9,6,4,-4,2
CCOC(=O)c1c(NC(=S)Nc2ccc(Cl)cc2)sc(C)c1C,-1,-0.5,.,17,-7.0,6,7,0,12
CC(=O)N1CCN(c2c(F)c(F)c(C(F)(F)F)c(F)c2F)CC1,9,-4.8,.,-8,-2.9,0,4,-10,-7
COc1cc(-c2nc3ccccn3c2/N=C/c2ccc(F)cc2)ccc1O,5,2.5,5,16,1.5,3,2,23,-6
Cc1ccc(-c2cc(C(F)(F)F)nc(SCC(=O)c3cccc([N+](=O)[O-])c3)n2)cc1,4,1.2,-3,-11,0.6,-4,-3,-17,-14
N#CCCn1cc(C(N)=O)c(-c2ccc3ccccc3c2)n1,-3,-0.3,-4,4,-0.7,-4,4,-13,-4
O=C(COc1ccc2c(-c3ccccc3)cc(=O)oc2c1)Nc1ccc(CN2CCOCC2)cc1,5,1.2,6,12,-0.9,0,-36,-16,-2
CN(C)c1ccc(NC(=O)Oc2ccccc2)cc1,-2,-2.0,-1,-116,0.8,0,44*,13,-6
CCOC(=O)N1CCN(C(=O)c2ccccc2NC(=O)c2ccc(Br)cc2)CC1,-24,-1.6,0,-14,-1.8,-1,-3,0,-6
CCOc1ccc(NC(=O)N2CCc3ccccc3C2)cc1,-22,-3.9,-2,5,-3.1,-3,0,6,-10
Cc1cc(OC(=O)c2ccccc2C(F)(F)F)c([N+](=O)[O-])c(=O)[nH]1,-3,1.0,1,-3,-0.9,0,8,-2,-5
O=C(c1cc2n(n1)C(C(F)(F)F)CC(c1ccc(Cl)cc1)N2)N1CCCC1 (stereo unspecified),-6,-1.8,4,0,-1.0,1,-4,-2,-15
O=C(Nc1ccc([N+](=O)[O-])cn1)c1cc(-c2cccc(Cl)c2)nc2ccccc12,-4,0.0,-2,-14,-0.3,2,9,-13,-2
Cc1ccc(-n2nc(C(=O)O)c(C)c(C#N)c2=O)cc1Cl,3,1.4,-1,3,2.9,3,6,-2,-5
O=C(NCCC1=CCCCC1)C1CCN(S(=O)(=O)c2cccc3nsnc23)CC1,-7,-1.8,1,13,-8.1,-1,-11,-6,4
COc1ccc(Nc2ncc(C(=O)N3CCN(c4ccc(F)cc4)CC3)c3ccccc23)cc1,-24,1.0,6,-12,-1.1,4,-26,0,-16
CCCOP(=O)(OCCC)c1c([N+](=O)[O-])cc(C(F)(F)F)cc1[N+](=O)[O-],-6,-1.3,0,8,-2.4,8,3,7,-5
CC(C)Oc1ccc(C(=O)NCc2cccs2)cc1,-14,-3.7,9,8,-7.0,-1,4,-14,-3
O=C(c1ccccc1)c1sc(N2CCOCC2)nc1-c1ccccc1,-25,1.3,1,-1,-2.1,4,9,11,-8
CC(=O)Nc1ccc(S(=O)(=O)N2CCN(S(=O)(=O)N3CCC(C)CC3)CC2)cc1,-13,0.5,0,4,-2.7,-2,-10,-15,-18
COC(=O)c1c(O)cc(C(C)(C)C)n(-c2ccc(F)cc2)c1=O,-2,-1.9,0,-4,-3.5,6,4,1,-5
O=C(CSc1nc2ccccc2[nH]1)Nc1cc(C(F)(F)F)ccc1N1CCOCC1,-24,-1.9,-2,0,-4.7,-4,-7,3,3
CCCCOP(=O)(c1ccc(N(C)C)cc1)C(O)c1ccccc1F (stereo unspecified),-28,-0.1,-4,14,1.0,9,-1,-4,-2
COc1ccccc1N1CCN(C(=O)c2ccc(NS(=O)(=O)c3ccc(C)cc3)cc2)CC1,-39,-2.7,-5,-10,-1.3,3,-7,-9,-7
Cc1cc(C)nc(SCc2nnc(SCc3ccccc3Cl)o2)n1,-24,-3.6,2,-1,-3.5,2,-5,4,1
Cc1cc(C(=O)OCC(=O)N2c3ccccc3NC(=O)C2(C)C)c(C)n1-c1ccccc1,-8,-3.2,6,-14,0.1,5,6,3,-1
O=C(CCNC(=O)c1ccccc1Cl)Nc1nc2ccccc2s1,-15,-2.2,0,-4,-3.4,-2,-4,-6,-15
Fc1cc(F)cc(NC(=S)N2CCN(c3ncccn3)CC2)c1,-3,-1.3,4,13,-1.5,-3,8,-3,-5
CNC(=O)CN(C1CCCCC1)S(=O)(=O)c1ccc(F)cc1,-5,-0.8,-2,6,0.9,5,0,0,1
O=C(NCc1ccccc1Cl)c1ccccc1CCc1ccccc1,-20,-0.8,1,-7,-3.0,-2,-13,-5,-10
COc1c(Cl)cc(Cl)cc1C(=O)n1nc(C)cc1C,-1,-1.6,2,7,-0.8,4,-1,1,-56
Cc1ccc(SCC(=O)NNC(=O)c2ccccc2)c(C)c1,-12,-1.9,4,15,-1.4,5,7,1,-7
CCOc1cc(CNn2nnnc2N)ccc1OCC(=O)NC(C)(C)C,-12,-2.1,1,-11,-2.2,6,-4,2,8
CCc1c(C)sc(NC(=O)c2ccco2)c1C#N,-7,-0.3,.,1,-2.4,0,-6,11,1
COc1cc(-c2nnc(SCC(=O)NC3CCS(=O)(=O)C3)o2)cc(OC)c1OC (stereo unspecified),0,-3.2,-4,9,-2.8,1,2,2,-14
O=Cc1ccccc1OCCOc1ccc([N+](=O)[O-])cc1,10,-0.2,-6,25,-2.5,3,-7,-3,14
Cc1cc(C)cc(N(CC(=O)NCc2ccc(F)cc2)C(=O)CCC(=O)Nc2ccccn2)c1,-41,-4.2,2,5,-2.1,6,-15,3,-7
Cc1ccc2c(COC(=O)c3ccccc3F)cc(=O)oc2c1,-10,3.1,-6,4,-2.0,1,1,5,2
CCCn1c(CCNc2nc(-c3ccc(OC)cc3)cs2)nc2ccccc21,-20,2.0,-2,-11,-3.0,-4,6,4,-4
CC1(C)CC(NC(=O)c2ccc(-c3ccc([N+](=O)[O-])cc3)o2)CC(C)(C)N1,9,-2.2,-1,11,-2.5,5,-15,-15,-9
CC1=NN(C(N)=S)C(=O)C1N=Nc1c(C)cc(C)cc1C (stereo unspecified),-9,-2.0,-3,7,-2.4,-1,-2,4,5
CCc1nnc(NC(=O)CSc2nccn2-c2cccc(C)c2)s1,-19,-0.8,-2,18,2.3,0,1,1,-4
Cc1nc(C(F)(F)F)ccc1C(=O)Nc1ccccc1F,-1,-1.9,5,13,-3.1,3,18,5,-3
CC(=O)C1=C(O)C(=O)OC1c1ccc(C)cc1 (stereo unspecified),4,-0.7,-1,13,-0.1,3,-3,-3,8
Oc1ccc2ccccc2c1C=NC12CN3CCN(CN(C3)C1)C2,-2,1.6,2,12,-2.7,-2,14,10,-2
CCOC(=O)C1=C(C)N(C2CCCCC2)C(=O)C1,-6,-3.1,-2,-2,-3.7,4,7,-1,0
Cc1ccc(C(=O)N2CC(C(=O)O)C2)cc1,-2,-1.4,-1,10,-0.5,.,-7,-7,-3
COC(=O)c1sccc1NC(=O)COc1ccc(C)cc1,-4,-1.3,-4,27,-1.9,3,-13,1,10
COc1ccccc1CNC(=O)CCc1ccccc1,-6,-1.7,4,5,-1.3,-2,8,-2,-7
O=CN1CC(=O)N(c2ccccc2)c2c([nH]c3ccccc23)C1,0,0.4,4,29,-2.2,-3,-2,5,-21
CCC(=O)Nc1ccc(-c2nnc(SCc3ccc(C(=O)Nc4nccs4)cc3)n2CC)cc1,-5,-0.4,-5,-2,-1.2,-1,-4,-2,-15
O=C(Nc1ccc(-c2nc3ccccc3o2)cc1)c1ccc2c(c1)OCO2,0,-1.1,-4,31,-2.2,18*,-3,3,-12

# Record cards, as listed above.
# `CCc1nnc(NC(=O)CSc2nccn2-c2cccc(C)c2)s1` reads DNA FID counter: -19; VIM-2 inhibitor: -0.8; IDE inh: -2; SUMO HTRF inh: 18; IMP-1 inhibitor: 2.3; IDE act: 0; NS3 helicase inh: 1; M18AAP inhibitor: 1; pCIP destab: -4
# `COc1ccccc1CNC(=O)CCc1ccccc1` reads DNA FID counter: -6; VIM-2 inhibitor: -1.7; IDE inh: 4; SUMO HTRF inh: 5; IMP-1 inhibitor: -1.3; IDE act: -2; NS3 helicase inh: 8; M18AAP inhibitor: -2; pCIP destab: -7

# More structures follow.
SMILES,DNA FID counter,VIM-2 inhibitor,IDE inh,SUMO HTRF inh,IMP-1 inhibitor,IDE act,NS3 helicase inh,M18AAP inhibitor,pCIP destab
CN(C)/C=C/C(=O)c1ccc2noc(-c3ccccc3)c2c1,-9,2.1,2,26,-0.8,-14,20,14,-4
COc1ccc(-c2nc3ccccc3s2)cc1O,-9,1.2,4,20,-2.0,0,-9,-10,-7
CN(C)CCNCc1ccc(OC2CCCC2)cc1,7,-3.7,-2,0,-4.8,-4,-5,-5,-8
COc1ccc(Cl)cc1S(=O)(=O)NCc1nc2nc(C)cc(C)n2n1,-8,-0.8,-2,14,-3.5,6,8,3,-3
COc1ccc(CC(=O)NCc2ccc3c(c2)cc(C)n3C)cc1,-28,-0.2,10,7,-3.2,3,25,19,-31
COc1cc(OC)cc(C(=O)NN2CCOCC2)c1,-5,-3.1,-2,-1,-0.9,8,6,3,-19
O=C1OCCC/C1=C\c1ccc2c(c1)OCO2,-6,-2.9,7,1,-2.5,4,3,4,9
Cc1cnc(NC(=O)c2cc3ccccc3o2)s1,1,-1.5,7,4,-2.4,4,-2,-8,0
COc1ccc(CCC(=O)NCCS(=O)(=O)N2CCN(c3ccc(OC)cc3)CC2)cc1,-34,-3.1,-2,-11,-2.6,1,-3,1,-2
CCOc1ccc(-c2noc(CCC(=O)NC)n2)cc1OCC,-5,-4.3,1,22,-3.0,-1,8,0,2

# Screens: PubChem, several laboratories
